# USP2a block – USP2a (human) protease inhibition; USP2 core, Ub-CHOP2 coupled fluorogenic reporter, 485/531; Potency, µM (top dose mostly 38.3 µM), inactives show top-dose activity change, negative = inhibition, most hits filed as inhibitors; hit rate 0.01% among 330,000; AID 463254;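 further: potency means the concentration at half of the fitted maximal effect; plate controls were DMSO wells for no effect and full inhibition by NEM control for full effect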
#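 Deubiquitinase activity read as fluorescence (485/531 nm) after Ub-CHOP2 cleavage activates the enterokinase reporter on its substrate; USP2 core 10nM, Ub-CHOP2 and substrate 25nM each, 30min compound preincubation then 60min RT; data normalized to NEM, curves fitted.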
# ELG1 genotox – induces genotoxicity in HEK293T cells with luciferase-tagged ELG1. Potency, µM (doses to about 46 µM), inactives show top-dose activity change, positive = activation, most hits filed as activators. hit rate 1.3% among 330,000. HEK293T ELG1-luciferase reporter, luminescence, 16 h; further: potency means the concentration at half of the fitted maximal effect; % of control where 0% means no effect; nearly all actives have a fitted effect of over 60% in size
#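 Quantitative HTS format in 1536-well plates. HEK293T ELG1-luciferase reporter cells receive test compound and are incubated 16 hr at 37 °C, 5% CO2; ONE-Glo added, 30 min room temperature, then luminescence read.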
# ASM inhibitor – blocks human secretory acid sphingomyelinase. placental ASM, HMU-PC fluorogenic substrate, 60 min. Potency, µM (top dose mostly 57.5 µM), for the others: at the top dose activity change, negative = inhibition, usual class: inhibitors. hit rate 0.006% among 340,000. AID 504937; further: potency means the concentration at half of the fitted maximal effect
#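 Human placenta-derived ASM preincubated with compound 10 min at room temperature, then reacted with 9 uM (final) fluorogenic HMU-PC substrate for 60 min at 37 C. Stop solution raises pH to 10; fluorescence read at Ex 386/Em 447 nm.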
# p53 reactivation – restores transcriptional activity of mutant p53 | H1299 p53-A138V BP100-luciferase reporter, luminescence, 24 h | Potency, µM (series often up to 92.2 µM), without a hit: top-dose activity change, positive = activation, actives largely listed as activators | hit rate 0.063% among 320,000 | AID 504706; further: potency means the concentration at half of the fitted maximal effect; % of control where 0% means no effect; nearly all actives have a fitted effect of over 45% in size
#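 H1299 (p53-null), stable ts p53-A138V + BP100-Luc; 1000 cells/well, Opti-MEM/10% FBS; cpd 4 pt, 1:5; 24 h, 37 deg C, 5% CO2; detection reagent 10 min RT; luminescence.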
# uPA generation – inhibitors of cell surface uPA generation. cell surface uPA generation assay, qHTS. Potency, µM (doses to about 38.3 µM), without a hit: at the top dose activity change, negative = inhibition, hits mostly inhibitors. hit rate 0.31% among 330,000. AID 540303; active means well fitted inhibition curve with a large enough effect; inconclusive means small, poorly fitted or top-dose-only effect; inactive means no such curve, though single readings can be large or run the other way; tested in mouse RAW 264.7 cells; further: potency means the concentration at half of the fitted maximal effect; on the % scale 0 is the no-effect control and ±100 the full control effect; nearly all actives have a fitted effect of over 55% in size
# Eya2 inh – blocks the phosphatase activity of human Eya2; recombinant Eya2, OMFP fluorescence dephosphorylation (OMFP is methylfluorescein phosphate); hit rate 0.006% among 330,000; Potency, µM (titrated, usually from 76.9 µM), for inactives: at the top dose activity, negative = inhibition, hits mostly inhibitors; further: potency means the concentration at half of the fitted maximal effect; on the % scale 0 is the no-effect control and ±100 the full control effect
#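 Eya2 protein (added as 0.2 uM solution) was preincubated with compound for 10 min at ambient temperature in 50 mM HEPES pH 7.5, 50 mM NaCl, 5 uM MgCl2, 0.05% BSA, 1 mM DTT. OMFP (added at 50 uM) then reacted 10 min; fluorescence read at 485/525 nm.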
# BRCA1 expr act – BRCA1 expression activation. MCF7-BRCA1-FFLuc reporter, luminescence, 48 h; response scale: scaled: vehicle 0%, 10 µM genistein 100%. Potency, µM (series often up to 46.1 µM), for the others: at the highest dose activation, actives largely listed as activators. hit rate 1.1% among 380,000; further: potency means the concentration at half of the fitted maximal effect; nearly all actives have a fitted effect of over 80% in size; some results filed as inactive show a strong effect at the top dose
#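 Using MCF7 cells harboring a BRCA1 firefly luciferase reporter, plated 2 h before compound pinning, the screen measured luminescence after 48 h incubation. Responses were normalized to DMSO and 10 microM genistein, then fitted for concentration-effect.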
# a7 integrin act – activates integrin-mediated alleviation for muscular dystrophy; hit rate 0.064% among 350,000; alpha7betagal myoblasts, beta-gal FDG fluorescence, 48 h; Potency, µM (titrated, usually from 38.3 µM), for the others: top-dose activation, usual class: activators;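 further: potency means the concentration at half of the fitted maximal effect; 100% = response of the positive control SU9516; nearly all actives have a fitted effect of over 60% in size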
#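 alpha7betagal+/- myoblasts (passage 13, 250/well) treated 48 h at 37C with compounds at 1:260 dilution of DMSO stock. Lysed, then beta-galactosidase activity read as FDG fluorescence (ex 480/em 540) after 30 min, with pre-read for autofluorescence.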
# TRPV1 ag – agonists of human vanilloid receptor 1 (TRPV1) | AID 540275 | TRPV1-expressing cells, Fluo-8 calcium influx, agonist mode | Q8NER1 | activation, % at 8.33 µM | hit rate 0.19% among 320,000; in the data active means activation above about 80%; inconclusive means between about 30% and that limit; further: 0% is about no effect
# Target sequence (Q8NER1 whole entry, looked up): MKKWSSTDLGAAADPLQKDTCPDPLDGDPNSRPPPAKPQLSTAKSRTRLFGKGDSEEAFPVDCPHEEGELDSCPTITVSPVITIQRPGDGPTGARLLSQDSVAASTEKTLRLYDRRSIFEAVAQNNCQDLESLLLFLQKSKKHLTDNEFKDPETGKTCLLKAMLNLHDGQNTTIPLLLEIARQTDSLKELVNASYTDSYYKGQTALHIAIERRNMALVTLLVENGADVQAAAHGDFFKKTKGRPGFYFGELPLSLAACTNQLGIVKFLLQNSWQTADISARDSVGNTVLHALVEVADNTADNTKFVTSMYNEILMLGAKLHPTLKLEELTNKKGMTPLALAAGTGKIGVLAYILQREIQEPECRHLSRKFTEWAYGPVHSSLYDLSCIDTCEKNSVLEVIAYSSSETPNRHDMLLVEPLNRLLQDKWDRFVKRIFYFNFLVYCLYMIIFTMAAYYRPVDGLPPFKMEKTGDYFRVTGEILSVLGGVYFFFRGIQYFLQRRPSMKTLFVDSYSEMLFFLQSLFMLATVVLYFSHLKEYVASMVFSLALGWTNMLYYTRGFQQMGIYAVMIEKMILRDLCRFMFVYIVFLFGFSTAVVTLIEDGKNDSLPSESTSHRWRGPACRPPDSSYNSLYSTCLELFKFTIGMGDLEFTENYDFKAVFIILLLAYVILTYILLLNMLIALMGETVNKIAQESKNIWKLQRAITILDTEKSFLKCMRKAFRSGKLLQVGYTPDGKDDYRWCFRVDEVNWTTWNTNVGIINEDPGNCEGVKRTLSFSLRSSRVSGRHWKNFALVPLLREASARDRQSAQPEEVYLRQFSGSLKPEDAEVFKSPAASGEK
#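 Cells expressing TRPV1 were dye-loaded with Fluo-8 and read kinetically: 10 s baseline, 3 min after compound (agonist portion), then 2 min after EC20 capsaicin (allosteric enhancer portion). Calcium-bound dye fluorescence at 480/520 nm.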
# B2AR arrestin – agonists driving beta-arrestin recruitment to human beta2-adrenergic receptor; Potency, µM (series often up to 46.1 µM), for the others: at the highest dose activation, most hits filed as activators; hit rate 0.02% among 330,000; P07550; beta-arrestin recruitment to beta2AR, cell-based reporter;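 further: potency means the concentration at half of the fitted maximal effect; 0% = DMSO controls and full agonism = EC100 isoproterenol or metaproterenol; nearly all actives have a fitted effect of over 65% in size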
# TSG101-PTAP inh – blocks PTAP/TSG101 interaction to inhibit HIV-1 budding; Fluorescence polarization, FITC-PTAP peptide / Tsg101 binding; 340,000 tested, under 10 active; Potency, µM (top dose mostly 115 µM), for the others: top-dose activity change, negative = inhibition, most hits filed as inhibitors; Q99816; active means well fitted inhibition curve with a large enough effect in the main read-out, with a control signal flat, not every such curve was filed as active; inconclusive means small, poorly fitted or top-dose-only effect, or effect the other way, or a change in a side signal; inactive means no such curve, though single readings can be large or run the other way; further: potency means the concentration at half of the fitted maximal effect; % of control where 0% means no effect
#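 Fluorescence anisotropy tracks displacement of a FITC-tagged PTAP peptide (50 nM) from the Tsg101 binding domain (10 uM), following a 20 min room-temperature incubation at pH 7.5.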
# * marks the source's active call; other numbers are inactive results; u = inconclusive; x = not tested or not shown; [ ] = dose if it differs, or a comment. Unless noted, the call rests on the fitted dose curve; in most records, active means well fitted curve in the direction sought with a large enough effect; inconclusive means small, poorly fitted or top-dose-only effect, or another doubt; inactive means no such curve, though single readings can be large; an effect the other way counts as inactive or inconclusive. Rows are unselected; any-hit rate near 2.6%.
No.	molecule	USP2a block	ELG1 genotox	ASM inhibitor	p53 reactivation	uPA generation	Eya2 inh
1	COc1cccc(CC(=O)Nc2nc(-c3ccc(OC)c(OC)c3)cs2)c1	0%	-25%	-12%	-6%	2%	-1%
2	COc1ccc(NC(=O)CSCC(=O)N(C)CCOc2ccc(Cl)cc2)cc1	1%	3%	-2%	-1%	-3%	8%
3	Cc1ccccc1-c1nnc(SCC(=O)N(CC(C)C)c2c(N)n(CC(C)C)c(=O)[nH]c2=O)n1C	-1%	-4%	9%	-3%	2%	15%
4	Cc1cc(C(=O)Nc2ccc3c(c2)OCCO3)c2ccccc2n1	0%	8%	-1%	0%	3%	8%
5	Cc1ccc2c(c1)C(c1ccccc1)N(C(=O)c1ccc3c(c1)OCO3)CC(=O)N2 (stereo unspecified)	0%	-5%	-2%	-5%	1%	19%
6	C/C(=N\NC(=O)c1ccccc1F)c1ccc2c(c1)Nc1ccccc1S2	-7%	2%	-21%	u	-18%	-2%
7	CSc1ccccc1-n1nnnc1SCC(=O)NCc1cccs1	0%	1%	-2%	1%	-6%	6%
8	COc1ccc(/C=N/NC(=O)c2ccc(COc3ccccc3Cl)o2)c(OC)c1C	0%	14%	4%	-11%	3%	-2%
9	C(=N\n1cncn1)/c1ccc(N2CCOCC2)cc1	0%	2%	215%[activator]	25%	2%	1%
10	CNC(=O)CSc1nc2cc(S(=O)(=O)Nc3ccccc3OC)ccc2o1	1%	-5%	4%	3%	-17%	3%
11	O=C(CN1CCCCCC1)Nc1ccc(S(=O)(=O)N2CCCCC2)cc1	0%	0%	6%	-1%	-4%	1%
12	Oc1cccc2c(NC(=S)Nc3ccc(SC(F)F)cc3)cccc12	-1%	1%	-16%	u	-27%	-10%

No.	BRCA1 expr act	a7 integrin act	TRPV1 ag	B2AR arrestin	TSG101-PTAP inh
1	-31%	-7%	u	-0.5%	-13%
2	-10%	-20%	1	0.1%	-1%
3	0%	1%	1	-0.5%	-5%
4	2%	-10%	0	-0.2%	1%
5	-45%	6%	10	0.0%	0%
6	-43%	-23%	2	-0.5%	1%
7	-12%	18%	3	0.5%	5%
8	-55%	-26%	-1	-0.3%	-3%
9	0%	u	13	0.1%	-4%
10	-26%	1%	2	-0.4%	-6%
11	-12%	23%	8	-0.3%	-5%
12	14%	-16%	2	-2.8%	-3%

# Further structures:
No.	molecule	USP2a block	ELG1 genotox	ASM inhibitor	p53 reactivation	uPA generation	Eya2 inh
13	CN(NC(=O)c1ccc(Cl)cc1)c1ncc(C(F)(F)F)cc1Cl	-3%	-6%	-1%	0%	5%	19%
14	O=C1C2CC=CCC2C(=O)N1CNc1ccccc1 (stereo unspecified)	-5%	-2%	-2%	-7%	2%	2%
15	CCN(CC)S(=O)(=O)c1cc(C(=O)OCC(=O)Nc2cccc(C)c2C)ccc1F	0%	1%	-3%	5%	-8%	10%
16	CCOC(=O)N1CCN(C(=O)Cc2ccccc2OC)CC1	0%	0%	-1%	x	-3%	6%
17	CC(=O)NC1(c2ccccc2)CCN(c2cc(C)nc(-c3ccccc3)n2)CC1	2%	10%	-3%	-2%	-3%	4%
18	Cc1cccc(NS(=O)(=O)c2cnc[nH]2)c1	-1%	-1%	-1%	-5%	0%	-13%
19	O=C1c2ccccc2C(=O)N1CCCOCc1c[nH]c(=O)[nH]c1=O	0%	-1%	3%	-3%	5%	10%
20	CCC(=O)Nc1c2c(nn1-c1ccc([N+](=O)[O-])cc1)CS(=O)(=O)C2	3%	0%	2%	5%	6%	10%
21	CC(C)=NNc1nc(-c2ccccc2)cs1	3%	u	3%	u	0%	-10%
22	O=C(O)c1ccc(NC(=O)c2ccc(Cl)cc2)c(NC(=O)c2ccc(Cl)cc2)c1	2%	2%	9%	9%	2%	4%
23	CC(=O)N(CCP(=O)(c1ccccc1)c1ccccc1)Cc1ccco1	-2%	4%	1%	20%	-5%	-4%
24	O=C(Nc1cccc(C(=O)NC2CCCC2)c1)c1ccccc1	-1%	-3%	0%	-7%	-1%	-15%

No.	BRCA1 expr act	a7 integrin act	TRPV1 ag	B2AR arrestin	TSG101-PTAP inh
13	0%	2%	-4	-0.6%	1%
14	4%	-9%	0	-0.7%	-4%
15	5%	10%	-1	-0.4%	-9%
16	-16%	0%	2	u	0%
17	-35%	-9%	u	0.0%	2%
18	-3%	17%	-1	0.3%	-4%
19	-14%	-9%	0	-0.6%	-5%
20	6%	15%	1	-0.2%	0%
21	-15%	5%	-8	-1.8%	-4%
22	1%	-8%	4	-0.2%	-4%
23	28%	u	4	-0.8%	-3%
24	3%	3%	8	0.2%	-3%

# Copied from the list:
# TRPV1 ag result of `Cc1cccc(NS(=O)(=O)c2cnc[nH]2)c1` : -1
# TRPV1 ag result of `CCOC(=O)N1CCN(C(=O)Cc2ccccc2OC)CC1` : 2
# TSG101-PTAP inh result of `CCN(CC)S(=O)(=O)c1cc(C(=O)OCC(=O)Nc2cccc(C)c2C)ccc1F` : -9%

# Next part:
No.	molecule	USP2a block	ELG1 genotox	ASM inhibitor	p53 reactivation	uPA generation	Eya2 inh
25	C[C@@H](C(=O)N1CCN(c2ccccc2)CC1)N1C(=O)C2CC=CCC2C1=O (stereo partly specified)	6%	-2%	-2%	1%	-8%	-33%
26	COc1ccccc1C=NN=Cc1ccccc1OC	x	x	10%	x	5%	x
27	CCOc1ccc(C(C)=O)cc1COc1ccc(-n2cnnn2)cc1	0%	-1%	-1%	-4%	-5%	-12%
28	CC(=O)N1CCN(c2ccccc2NC(=O)COc2ccc(Cl)cc2Cl)CC1	3%	-21%	2%	-7%	6%	-25%
29	COc1cc(/C=C/C(=O)OCC(=O)Nc2ccc3c(c2)OCCO3)ccc1OCC#N	2%	5%	75%	2%	4%	7%
30	C=CCN(c1ccc(C(=O)NCCSc2ccccc2)cc1)S(C)(=O)=O	1%	11%	-4%	2%	8%	1%
31	O=C(Nc1cccc(S(=O)(=O)N2CCCCC2)c1)c1cnccn1	0%	-6%	1%	-3%	2%	-7%
32	Cc1cc(C)n2nc(SCc3cc(=O)oc4cc(C)c(C)cc34)nc2n1	0%	-6%	x	-1%	x	-2%
33	O=[N+]([O-])c1ccc(N2CCN(c3ccccn3)CC2)c(Cl)c1	-2%	8%	-4%	16%	-12%	6%
34	COc1cc(OC)c(C2=NOC(C(=O)Nc3c(C)nn(CC(=O)N4CCCC4)c3C)C2)cc1Cl (stereo unspecified)	-1%	-3%	1%	-1%	6%	9%
35	CNC(=O)Cc1csc2ccc(C)cc12	-1%	1%	3%	3%	1%	12%
36	O=C(Cn1c(NCCO)nc2ccccc21)NCCc1ccccc1	1%	-6%	-2%	7%	-2%	22%

No.	BRCA1 expr act	a7 integrin act	TRPV1 ag	B2AR arrestin	TSG101-PTAP inh
25	5%	-11%	x	0.6%	1%
26	-21%	7%	x	x	0%
27	-17%	5%	4	-0.5%	-2%
28	-31%	10%	10	-0.4%	-6%
29	-6%	-20%	0	-0.5%	-2%
30	54%	33%	-11	0.0%	-6%
31	0%	10%	u	0.2%	-1%
32	x	x	0	-1.3%	x
33	63%	-67%[inhibitor]	u	-0.4%	-2%
34	-9%	-6%	u	0.3%	-8%
35	12%	-4%	1	-1.5%	-4%
36	0%	8%	-2	0.1%	-10%

# New compounds follow
No.	molecule	USP2a block	ELG1 genotox	ASM inhibitor	p53 reactivation	uPA generation	Eya2 inh
37	O=C1NC2=C(C(=O)OC2)C(c2ccc(OC(F)(F)F)cc2)N1 (stereo unspecified)	7%	2%	2%	-1%	-2%	16%
38	COc1ccccc1NC(=S)NCCc1ccc(F)cc1	0%	-6%	2%	1%	1%	3%
39	CCOC(=O)C1=C(c2ccccc2)NC(=O)NC1c1ccc(O)c(Cl)c1 (stereo unspecified)	-1%	-13%	3%	-63%[inhibitor]	-1%	-14%
40	CCN(CC)Cc1cc(NC2=NS(=O)(=O)c3ccccc32)ccc1OC(=O)C(C)C	7%	-1%	-3%	0%	-2%	-7%

No.	BRCA1 expr act	a7 integrin act	TRPV1 ag	B2AR arrestin	TSG101-PTAP inh
37	9%	-17%	4	-0.2%	0%
38	-19%	0%	u	0.0%	-3%
39	-68%	19%	-2	0.3%	-6%
40	-6%	2%	-3	0.4%	-6%
